Screens deposited in PubChem by National Center for Advancing Translational Sciences (NCATS).
FBPA Giardia inh: Giardia lamblia aldolase inhibition; Potency, µM (titrated, usually from 59.6 µM), for the others: top-dose activity, negative = inhibition, most hits filed as inhibitors; actives 0.71% (n = 290,000); purified Giardia FBPA; active = well fitted inhibition curve with a large enough effect; inconclusive = small, poorly fitted or top-dose-only effect, or effect the other way; also: nearly all actives have a fitted effect of over 55% in size
Target sequence (A8B2U2 whole entry, looked up): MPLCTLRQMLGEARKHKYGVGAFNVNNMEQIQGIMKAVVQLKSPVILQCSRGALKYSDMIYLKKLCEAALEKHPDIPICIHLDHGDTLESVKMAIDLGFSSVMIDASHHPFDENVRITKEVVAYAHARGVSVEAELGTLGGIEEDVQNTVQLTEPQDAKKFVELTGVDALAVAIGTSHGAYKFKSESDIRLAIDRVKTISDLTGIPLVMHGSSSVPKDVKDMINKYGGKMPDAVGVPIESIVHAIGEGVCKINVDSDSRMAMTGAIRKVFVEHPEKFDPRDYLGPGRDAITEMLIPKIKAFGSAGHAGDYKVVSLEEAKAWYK
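Giardia FBPA (40 nM reagent) was preincubated 10 min at RT with compound (up to 57.5 uM final), then substrate plus GAPDH/TPI/NAD/arsenate coupling system with diaphorase/resazurin was added; resorufin fluorescence (525/598 nm) was read after 20 min.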
The depositor's hits bear a star; ? = inconclusive; & = joins results of further samples; [ ] = remark or other dose. % is scaled to controls: 0 for no effect and ±100 for the full control effect; potency is read from the fitted curve at half-maximal effect.

Structure,FBPA Giardia inh
CC(=O)OC1CC(OC(C)=O)[C@]2(C)C(CC(=O)[C@]3(C)C2CC[C@@]2(C)C(C(=O)O)OC(=O)C4OC423)C1(C)C (stereo partly drawn),0%
C=CCC(C)(O)C#Cc1ccccc1 (stereo not drawn),3%
CN(C)C1C(=O)C(C(N)=O)=C(O)[C@@]2(O)C(=O)C3=C(O)c4c(O)cccc4[C@@](C)(O)C3[C@H](O)C12 (stereo partly drawn),?
CCC1=C2CC[C@H]3C(=O)NC(=O)[C@H]3[C@H]2[C@@]2(C)C(=NCC3CC3)OC(=O)N2C1=O,0%
COc1ccc(C(=O)N2CCC3(CCCN(c4ccncc4)C3)CC2)cc1,2%
Fc1ccc(Nc2ccnc(-c3ccccc3C(F)(F)F)n2)cc1,-5%
Nc1nc(=S)c2ncn([C@H]3O[C@@H](CO)[C@@H](O)[C@@H]3O)c2[nH]1,5.6µM*
CS(=O)(=O)Nc1cccc(-c2nc(NCCN3CCOCC3)c3ccccc3n2)c1,-7%
CCc1cccc(CC)c1NC1=NCCN1,-11%
CC(=O)N1CCC2(CC1)CN(C(=O)Nc1cccc(C#N)c1)C2,0%
CC(C)NC(=O)N1CCCC2(CCN(C(=O)c3ccco3)CC2)C1,3%
COCCNc1ccnc(-c2ccccc2C(F)(F)F)n1,-3%
Cc1noc(C)c1C(=O)N1CCC[C@@]2(CCN(c3ccccn3)C2)C1,-5%
CC(=O)OC[C@@H]1O[C@H](CCO/N=C(\C)CCC(=O)OC[C@@H]2O[C@H](C#Cc3ccccc3)C=C[C@@H]2Oc2ccc(C)cc2)C=C[C@@H]1OC(C)=O,0%[12.9 µM]
CCNc1ncc2nc(-c3ccc(OC)cc3)c(=O)n(Cc3ccc(F)cc3)c2n1,0%
CSCC[C@H](NC(=O)[C@H](CC(C)C)NC(=O)[C@@H]1CCCN1C(=O)[C@H](Cc1ccccc1)NC(=O)[C@H](Cc1ccccc1)NC(=O)[C@H](CCC(N)=O)NC(=O)[C@H](CCC(N)=O)NC(=O)[C@@H]1CCCN1C(=O)[C@H](CCCCN)NC(=O)[C@@H]1CCCN1C(=O)[C@@H](N)CCCN=C(N)N)C(N)=O,4%
Cc1ccc2[nH]c3nc(CCCn4ccnc4-c4ccccc4)nnc3c2c1,-3%[12.9 µM]
OC1C2COC(O2)[C@H](O)C1O (stereo partly drawn),-2%
Cc1noc(C)c1C(=O)N1CCC2(CC1)CN(c1cccc(-c3ccccc3)c1)C2,-9%
COc1ccc2c(c1)C(c1ccc3c(c1)OCO3)CC(=O)O2 (stereo not drawn),-3%[89.2 µM]
CC1CCC(C(C)[C@H]2CCC3C4CC(=O)C5C[C@@H](O)CC[C@]5(C)C4CC[C@@]32C)=NC1 (stereo partly drawn),-21%
N#CCCn1c(=O)c(-c2cc(F)cc(F)c2)nc2cnc(Oc3cccc(Cl)c3)nc21,-2%
COc1cc(OC)c2c(c1C(CCN1CCCC(C)C1)c1ccc(N(C)C)cc1)OC(=O)CC2c1ccc(N(C)C)cc1 (stereo not drawn),-5%
N#CCCn1c(=O)cnc2cnc(Oc3ccccc3)nc21,-1%
O=C(NCCCCCCNC(=O)ON=C1CCCCC1)ON=C1CCCCC1,1%&14%
Cn1c(=O)c(-c2cc(F)cc(F)c2)nc2cnc(Oc3cccc(Cl)c3)nc21,0%
CN1CCN(c2ncnc3ccc(-c4ccccc4C#N)cc23)CC1,5%
C=C1CC[C@@H]2O[C@@]2(C)CC[C@H]2[C@H]1CC2(C)C,12%
CC(C)[C@@]1(NC(=O)[C@@H]2C[C@H]3c4cccc5[nH]cc(c45)C[C@@H]3N(C)C2)O[C@@]2(O)[C@H]3CCCN3C(=O)[C@H](Cc3ccccc3)N2C1=O,-1%&2%
C[C@@H](CC(=O)O)[C@@H](N)C(=O)O,-4%
O=C(O)CNCP(=O)(O)O,-2%
COc1cc(OC)c2c(c1)OC1Cc3cc(OC)c(OC)cc3C2O1 (stereo not drawn),8%[12.9 µM]
CC[C@H](C)C(=O)O[C@H]1CCC=C2C=C[C@H](C)[C@H](CC[C@@H]3C[C@H](O)CC(=O)O3)C21 (stereo partly drawn),-2%
O=C(c1cccc(F)c1)N1CCC2(CCCN(c3ccccn3)C2)CC1,9%
COC(=O)N1C2=C(c3ccccc3[C@@H]1CC(=O)Nc1ccc3ccc4cccc5ccc1c3c45)[C@@H]1C(=O)N(c3ccccc3)C(=O)[C@@H]1[C@H](C)C2,4%[12.9 µM]
CC1CC=CC2C1C(=O)N(Cc1ccccc1)C2c1ccc(F)c(Br)c1 (stereo not drawn),-3%
c1cc(CN2CCCC3(CCNCC3)C2)ccn1,-1%
NC(N)=[N+]1CCc2ccccc2C1,2%
CC(=O)O[C@@H]1[C@@H](O)CN[C@@H]1Cc1ccccc1,2%
N#Cc1nc(Nc2ccccc2)nc(NC2CCCC2)n1,-11%
C[C@H]1CC2[C@@H]3CCC4=CC(=O)C=C[C@]4(C)[C@@]3(Cl)[C@@H](O)C[C@]2(C)[C@@]1(O)C(=O)CO (stereo partly drawn),3%
C=CCN1c2ccccc2[C@]23C[C@@H](C(=O)OC)N(S(=O)(=O)c4ccc(Br)cc4)C2=NC(C(=O)OC)=C(C(=O)OC)[C@H]13,6%[12.9 µM]
O=c1cccc2n1CC1CC2CN(CCO)C1 (stereo not drawn),0%
CCCCCCCC/C=C/CCCCCCCCOP(=O)([O-])OCC[N+](C)(C)C,7%
C[C@]12Cc3cn4c(nc3C=C1CCC1C2CC[C@@]2(C)[C@H]1CC[C@@]2(O)C#N)nc1ccccc14 (stereo partly drawn),-3%
CCCCCCCC/C=C\CCCCCCCC(=O)NCCCC(=O)O,6%
CC1(C)CCC[C@@]2(C)C1CC[C@@](C)(O)[C@@H]2CC[C@@](C)(O)C1CO1 (stereo partly drawn),-16%
CC[N+](CC)(CCNC(=O)C(=O)NCC[N+](CC)(CC)Cc1ccccc1Cl)Cc1ccccc1Cl,6%
C#CCN(C)[C@@H](C)Cc1ccccc1,-6%[21.7 µM]
COc1ccc2c(c1)C(=O)[C@H](OC(=O)NCCc1ccc(OC)c(OC)c1)[C@@H](c1ccc(OC)c(Br)c1)O2,-2%
CN(C(=O)Cc1ccc(Cl)c(Cl)c1)[C@H](CN1CCCC1)c1ccccc1,2%
COc1ccc(COC(=O)N/N=C2/C[C@@H](O)[C@@H](O)[C@@H]3[C@@H]4C(=O)N(Cc5ccc6c(c5)OCO6)C(=O)[C@H]4CC[C@H]23)cc1,-3%[12.9 µM]
O=C1O[C@@H]([C@@H](O)CO)[C@@H](O)[C@H]1O,2%[21.7 µM]
N#Cc1cccc(-c2cc(NCc3cccs3)ncn2)c1,-3%
Cc1noc(C)c1-c1cncnc1Nc1ccccc1,0%
CC(=O)OCON[N+]([O-])=NC(C)C,-28%
C=C(C(C)=O)C(O)/C=C/c1ccco1 (stereo not drawn),-1%
S=c1[nH]c2ccccc2s1,-1%&-14%
OC(CN1CCC(Cc2ccc(F)cc2)CC1)c1ccc(Cl)cc1 (stereo not drawn),-1%&4%
CN1CC[C@]2(C)c3cc(O)ccc3N(C)[C@@H]12,1µM*

More compounds.
Structure,FBPA Giardia inh
CCS(=O)CCSP(=O)(OC)OC (stereo not drawn),-1%
CCCCCS(=O)(=O)CCCCCCCCCCn1c(-c2ccc(O)cc2)c(C)c2cc(O)ccc21,1%
CC(C)[C@@H](OCc1ccccc1)[C@H](C)/C=N\OC[C@@H](O)COCc1ccco1,-1%[12.9 µM]
C[C@@H](O)C(N)C(=O)O (stereo partly drawn),0%
COc1cc2c(cc1OC)C1C(=O)c3c(cc4c(c3O)C=CC(C)(C)O4)OC1CO2 (stereo not drawn),-25%
CC1(C)S[C@@H]2[C@H](NC(=O)COc3ccccc3)C(=O)N2[C@H]1C(=O)O,-30%
CC1(OC(=O)c2cccs2)C(=O)C=C2C=C(c3ccc(C#N)cc3)OC=C2C1=O (stereo not drawn),-3%&-14%
COCCn1c(=O)c(-c2cccc(C#N)c2)nc2cnc(Oc3ccccc3)nc21,3%
COc1ccccc1CNc1cc(-c2ccoc2)ncn1,-14%
COCCn1c(=O)c(-c2ccccc2)nc2cnc(N3CCOCC3)nc21,2%
COC(=O)NC(CC(C)=O)c1ccc(F)cc1 (stereo not drawn),-1%[12.9 µM]
CC/C=C\CC[C@H](O)C1=CCCCC1=O,-1%[12.9 µM]
O=C(O)C(Cl)Cl,5%
CN(C)C(=O)c1ccc(-c2nc(NCc3ccccc3)c3ccccc3n2)cc1,-14%
COC(=O)[C@@H]1CC[C@H](C)[C@@H](c2ccc(C)cc2)N1C(=O)c1ccc(/C=N\O[C@@H](C)CN2CCCCc3nc(C)c(C)cc32)cc1,-4%[12.9 µM]

Next structures:
mol	FBPA Giardia inh
C[C@H]1C[C@]2(O[C@@H]2C)C(=O)O[C@@H]2CCN(C)C/C=C(/COC(=O)[C@]1(C)O)C2=O	2%
O=C(Nc1ccccc1)N1CCCC2(CCN(C(=O)c3cnccn3)CC2)C1	3%
CC(C)c1c(CN(C)[C@@H](C)Cc2ccccc2)n(C)n(-c2ccccc2)c1=O	2%[21.7 µM]
CC(=O)OC[C@@H]1O[C@@H](O/N=C2/C[C@@H](O)[C@@H](O)[C@@H]3[C@@H]4C(=O)N(C(C)(C)C)C(=O)[C@H]4CC[C@H]23)[C@H](OC(C)=O)[C@H](OC(C)=O)[C@@H]1OC(C)=O	-1%[12.9 µM]
O=C1C2=C(S[C@@H]3O[C@H](CO)[C@@H](O)[C@H](O)[C@H]3O2)C(=O)c2ccccc21	-19%
COC(=O)[C@H](COC(C)(C)C)NC(=O)O[C@@H]1C(=O)c2ccc(OC)cc2O[C@H]1c1ccc2c(c1)OCO2	0%
O=C(c1cnccn1)N1CCC[C@@]2(CCN(c3ccccc3)C2)C1	-22%
O=C(c1ccncc1)N1CCC[C@@]2(CCN(c3ncccn3)C2)C1	1%
O=C(c1ccncc1)N1CCC2(CC1)CN(c1cccc(-c3ccccc3)c1)C2	-4%
COc1cc(-c2coc3cc(OC)c(OC)c(OC)c3c2=O)cc(OC)c1OC	-1%
COc1ccc(CNc2nc(-c3ccc(C(=O)N(C)C)cc3)nc3ccccc23)c(OC)c1	-14%
COC(=O)C1=C(C)N(Cc2ccccc2)C2=C(C(=O)c3ccccc3)C(c3ccccc3)[C@@](O)(C(=O)OC)C(=O)N2C1c1ccccc1 (stereo partly drawn)	2%&0%[12.9 µM]
COc1c(N2CCNC(C)C2)c(F)cc2c(=O)c(C(=O)O)cn(C3CC3)c12 (stereo not drawn)	5%
C[C@@H](Cc1ccccc1)NCCC(c1ccccc1)c1ccccc1	-4%[21.7 µM]
CCCCC[C@@H](/C=C/C=C\CCCCCCCC(=O)O)OO	3%
COc1cc(O)c2c(c1)C(=O)c1cc(C)cc(O)c1C2=O	-7%
CN[C@@H](CC(C)C)C(=O)N[C@@H]1C(=O)N[C@H](CC(N)=O)C(=O)N[C@@H]2C(=O)N[C@H]3C(=O)N[C@H](C(=O)N[C@H](C(=O)O)c4cc(O)cc(O)c4-c4cc3ccc4O)[C@H](O)c3ccc(c(Cl)c3)Oc3cc2cc(c3O[C@H]2O[C@@H](CO)[C@@H](O)[C@@H](O)[C@@H]2O[C@@H]2C[C@](C)(N)[C@H](O)[C@H](C)O2)Oc2ccc(cc2Cl)[C@@H]1O	4%[21.7 µM]
C=C1CCC2[C@](C)(CO)[C@H](O)CC[C@@]2(C)[C@@H]1C/C=C1/C(=O)OC[C@H]1O (stereo partly drawn)	0%
NC(=O)c1cc[n+](CC2=C(C(=O)[O-])N3C(=O)[C@@H](NC(=O)Cc4cccs4)[C@@H]3SC2)cc1	-10%[21.7 µM]
CCCCCCC/C=C/C1=CC2(C)CC1(C)C(CCCCCCC)CC2=O (stereo not drawn)	2%[12.9 µM]
Clc1cccc(Nc2nnc(-c3ccccc3)c3ccccc23)c1	0%
COc1cccc(-c2ccc3ncnc(NC4CCNCC4)c3c2)c1	1%
O=C(O)c1ccc(B(O)O)cc1	3%
NCCCC[C@H](NC(=O)[C@H](CCCN=C(N)N)NC(=O)[C@H](CO)NC(=O)[C@H](CCCN=C(N)N)NC(=O)[C@@H](N)Cc1ccc(O)cc1)C(=O)N[C@@H](Cc1ccc(O)cc1)C(=O)N[C@@H](CO)C(=O)N[C@@H](CO)C(=O)N[C@@H](Cc1c[nH]c2ccccc12)C(=O)N[C@@H](Cc1ccc(O)cc1)C(=O)O	-3%
CC1OC(C)OC(C)O1 (stereo not drawn)	5%
Cc1ccc(OCC(O)C(C)NC(C)C)c2c1CCC2 (stereo not drawn)	-4%

Entries from the list above containing fluorine (ten):
mol	FBPA Giardia inh
Fc1ccc(Nc2ccnc(-c3ccccc3C(F)(F)F)n2)cc1	-5%
COCCNc1ccnc(-c2ccccc2C(F)(F)F)n1	-3%
CCNc1ncc2nc(-c3ccc(OC)cc3)c(=O)n(Cc3ccc(F)cc3)c2n1	0%
N#CCCn1c(=O)c(-c2cc(F)cc(F)c2)nc2cnc(Oc3cccc(Cl)c3)nc21	-2%
Cn1c(=O)c(-c2cc(F)cc(F)c2)nc2cnc(Oc3cccc(Cl)c3)nc21	0%
O=C(c1cccc(F)c1)N1CCC2(CCCN(c3ccccn3)C2)CC1	9%
CC1CC=CC2C1C(=O)N(Cc1ccccc1)C2c1ccc(F)c(Br)c1 (stereo not drawn)	-3%
OC(CN1CCC(Cc2ccc(F)cc2)CC1)c1ccc(Cl)cc1 (stereo not drawn)	-1%&4%
COC(=O)NC(CC(C)=O)c1ccc(F)cc1 (stereo not drawn)	-1%[12.9 µM]
COc1c(N2CCNC(C)C2)c(F)cc2c(=O)c(C(=O)O)cn(C3CC3)c12 (stereo not drawn)	5%

These rows are one share of the data. The share of hits here may be higher or lower than overall.
